TDP2 inh – TDP2 (human) inhibition, absorbance primary screen. O95551. recombinant TDP2, T5PNP hydrolysis, p-nitrophenol absorbance 415 nm. inhibition, % at 12.8 µM. 370,000 tested, 0.34% active. AID 720702;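 active = inhibition above the mean of all tested compounds plus 3 SD, set per campaign, cut at about 25% in these data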;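 also: 0% = DMSO with enzyme and 100% = buffer with substrate but no TDP2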
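System: recombinant human TDP2 / Amount: 120 nM TDP2 per well / Also added: 5 mM T5PNP chromogenic substrate / Doses: 12.8 µM single point, 1% DMSO / Incubation: 2 h at 37 °C / Detection: p-Nitrophenol epi absorbance / Evaluation: % inhibition relative to enzyme-containing and enzyme-free wells / Repeats: singlicate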
ADAM10 inh – ADAM10 inhibition, QFRET primary screen; 370,000 tested, 0.62% active; inhibition, % at 7 µM; recombinant ADAM10, EDANS/DABCYL FRET peptide cleavage, 3 h; O14672; AID 720582;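 active = inhibition above a per-campaign cutoff equal to the mean of compounds falling between control-based bounds plus 3 SD, cut at about 20% in these data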;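 also: 0% = DMSO wells while the 100% control is not disclosed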
DDE Tn7 FP inh – disrupts Tn7 cyclic peptide binding to fibrin D-Dimer-E complex; 370,000 tested, 0.13% active; inhibition, % at 8.3 µM; FP displacement of FITC-Tn7 peptide from fibrin DD(E); 0% = median of compound wells per plate; P02675;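 active = inhibition above the mean of compounds falling within the control limits plus 3 SD of them, cut at about 14% in these data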;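 also: 0% = plate median of compound wells and 100% = 10 µM Aha-Tn7 peptide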
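Assay system: Human clot-derived fibrin DD(E) complex | Buffer or medium: Tris/NaCl/CaCl2 buffer, pH 7.8 | Repeats: One replicate per compound | Benchmarks: Aha-Tn7 high control | Measure: % inhibition scaled between sample-field median and high-control FP | Schedule: 10 min plus 3 h, room temperature | Signal: Fluorescence polarization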
ASAP1 inh – inhibitors of human ASAP1 ArfGAP activity; 360,000 tested, 0.19% active; AID 624377; inhibition, % at 16.5 µM; Q9ULH1; ASAP1-stimulated ARF1 GTP hydrolysis, GDP FP detection; in the data active = inhibition above about 25%;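 also: 0% = vehicle with enzyme and substrate and 100% = no enzyme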
PLCg1 inh – blocks human PLC-gamma1 enzyme activity. purified PLC-gamma1, fluorogenic substrate, fluorescence. P19174. 370,000 tested, 0.84% active. inhibition, % at 12.2 µM; in the data active = inhibition above about 9.5%
Target sequence (P19174 whole entry, looked up): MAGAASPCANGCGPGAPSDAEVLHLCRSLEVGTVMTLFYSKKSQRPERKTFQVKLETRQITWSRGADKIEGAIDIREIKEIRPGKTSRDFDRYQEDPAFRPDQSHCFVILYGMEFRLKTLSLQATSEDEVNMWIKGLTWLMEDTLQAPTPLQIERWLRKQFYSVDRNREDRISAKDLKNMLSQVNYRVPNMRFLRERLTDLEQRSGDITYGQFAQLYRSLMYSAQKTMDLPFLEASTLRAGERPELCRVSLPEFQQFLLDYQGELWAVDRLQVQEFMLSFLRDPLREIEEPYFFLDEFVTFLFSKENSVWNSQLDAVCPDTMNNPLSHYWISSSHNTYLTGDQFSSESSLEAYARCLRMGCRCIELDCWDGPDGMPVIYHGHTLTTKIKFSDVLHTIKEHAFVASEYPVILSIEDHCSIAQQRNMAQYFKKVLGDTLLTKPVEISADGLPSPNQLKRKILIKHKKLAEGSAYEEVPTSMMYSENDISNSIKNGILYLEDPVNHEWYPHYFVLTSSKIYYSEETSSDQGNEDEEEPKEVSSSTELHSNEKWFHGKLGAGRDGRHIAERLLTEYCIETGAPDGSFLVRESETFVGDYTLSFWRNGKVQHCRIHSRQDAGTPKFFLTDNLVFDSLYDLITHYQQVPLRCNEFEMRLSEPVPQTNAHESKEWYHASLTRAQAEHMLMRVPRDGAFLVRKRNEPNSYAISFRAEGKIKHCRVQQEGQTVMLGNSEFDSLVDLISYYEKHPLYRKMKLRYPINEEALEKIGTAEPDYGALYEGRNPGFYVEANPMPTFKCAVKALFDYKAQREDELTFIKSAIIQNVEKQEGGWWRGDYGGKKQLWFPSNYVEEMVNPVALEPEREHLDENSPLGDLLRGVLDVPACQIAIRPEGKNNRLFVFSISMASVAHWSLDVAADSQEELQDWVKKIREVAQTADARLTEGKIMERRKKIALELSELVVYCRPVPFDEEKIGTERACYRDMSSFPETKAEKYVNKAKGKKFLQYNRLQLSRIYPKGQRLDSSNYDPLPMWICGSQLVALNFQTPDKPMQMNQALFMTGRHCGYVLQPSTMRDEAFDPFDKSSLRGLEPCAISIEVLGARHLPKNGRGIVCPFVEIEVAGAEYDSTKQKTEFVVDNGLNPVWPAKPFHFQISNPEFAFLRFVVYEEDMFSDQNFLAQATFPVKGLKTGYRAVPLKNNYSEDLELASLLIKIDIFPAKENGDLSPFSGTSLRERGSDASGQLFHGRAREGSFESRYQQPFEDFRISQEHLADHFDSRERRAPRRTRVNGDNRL
proKLK7 act – activators of human kallikrein-7 zymogen; 370,000 tested, 0.9% active; activation, % at 7 µM; P49862; purified proKLK7, EDANS-DABCYL substrate fluorescence; 100% is mature enzyme control, 0% vehicle;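 active = activation above the mean of all tested compounds plus 3 SD, computed per campaign excluding outliers beyond control limits, cut at about 13% in these data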
ADAM17 inh – ADAM17 inhibition, QFRET primary screen. 370,000 tested, 0.83% active. inhibition, % at 6.95 µM. recombinant ADAM17, EDANS/DABCYL FRET peptide cleavage. P78536;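 active = inhibition above the mean of compounds lying between control limits plus 3 SD, set per campaign, cut at about 8.5% in these data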;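 also: 0% = DMSO-only wells as the low control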
Tn6 DDE FP – DD(E)-Tn6 binding inhibition, primary FP screen; 370,000 tested, 0.21% active; inhibition, % at 8.3 µM; P02675; Fibrin DD(E) TRITC-Tn6 fluorescence polarization displacement;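 active = inhibition above a per-campaign cutoff: mean of compounds within control limits plus 3 SD, cut at about 15% in these data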;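 also: 0% = median of all compound wells on the plate and 100% = blocking peptide control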
ARFGAP1 inhibitor – rat ARFGAP1 inhibition. inhibition, % at 16.5 µM. Q62848. Arfgap1-stimulated ARF1 GTP hydrolysis, GDP FP detection. 360,000 tested, 0.26% active;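 active = inhibition above a per-plate limit, mean inhibition of low control wells plus 3 SD, cut at about 25% in these data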;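 also: 0% = DMSO wells with enzyme and 100% = wells lacking Arfgap1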
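Material: rat Arfgap1 GAP domain (His6, aa 1-136), purified enzyme. Also added: human ARF1(Δ1-17)-GTP substrate. Compound dosing: 16.5 µM single point, 1.26% DMSO. Timing: enzyme reaction 120 min at 25 °C after 20 min preincubation. Signal: GDP detection by fluorescence polarization. Read-out basis: percent inhibition of GAP-stimulated GDP formation, scaled between DMSO and no-Arfgap1 medians.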
LEDGF integ inh – blocks HIV-1 LEDGF/p75-dependent DNA integration; TR-FRET IN-LEDGF/p75 DNA integration, Eu/Cy5; inhibition, % at 3.7 µM; 370,000 tested, 0.64% active; AID 743269;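 active = inhibition above the screen-wide mean plus 3 SD, cut at about 13% in these data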;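 also: signal is the Cy5 over europium emission ratio at 671 and 618 nm; 0% = plate median of compound wells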
The depositor's hits bear a star.

[1] CC(=O)c1ccc(C(=O)Nc2sc3c(c2C(N)=O)CCN(Cc2ccccc2)C3)cc1
[2] CCOC(=O)CNC(=O)c1cn(CC)c(=O)c2cc(OC)c(OC)cc12
[3] c1ccc2c(c1)CCN(C1CCCCC1)C2
[4] CCOCCCNC(=S)N1CCN(c2nc(-c3ccccc3)cs2)CC1
[5] CCN(CC(=O)Nc1c(F)cccc1F)C(=O)c1ccc(C2SCCS2)cc1
[6] CCOC(=O)CCCCC(=O)c1[nH]c(=O)[nH]c1CSc1nc(C)cc(C)n1

assay / compound	1	2	3	4	5	6
TDP2 inh	4	-13	4	-13	6	-14
ADAM10 inh	-17	-13	0	5	-10	7
DDE Tn7 FP inh	-7	3	-9	-2	0	-4
ASAP1 inh	3	6	-1	9	-14	-1
PLCg1 inh	-47	-9	2	1	1	2
proKLK7 act	-7.5	-0.4	0.7	-0.1	-0.4	-0.2
ADAM17 inh	-2	-3	1	0	1	5
Tn6 DDE FP	-6	-8	-2	2	-5	-6
ARFGAP1 inhibitor	7	13	6	15	15	-6
LEDGF integ inh	5	0	7	0	-1	26*

[7] Cc1cccc(-n2cc(CNCCN3CCOC3=O)c(-c3cccc(F)c3)n2)c1
[8] O=C(c1cn(-c2ccc(Cl)c(Cl)c2)nn1)C1CC1
[9] Cc1cccc(-c2nc(CSCC(=O)N3CCN(Cc4ccc5c(c4)OCO5)CC3)c(C)o2)c1
[10] COCCN(Cc1ccc(C)cc1)C(=O)[C@@H](Cc1ccccc1)NC(=O)[C@H]1O[C@@H](n2ccc(=O)[nH]c2=O)[C@H](O)[C@@H]1O
[11] Clc1cccc(Oc2cnc3ccccc3n2)c1
[12] COC(=O)CN1C(=O)COc2ccc(S(=O)(=O)N3CCCC3)cc21

assay / compound	7	8	9	10	11	12
TDP2 inh	11	-5	-2	1	8	3
ADAM10 inh	3	5	2	-6	3	-5
DDE Tn7 FP inh	-3	0	7	0	-7	2
ASAP1 inh	4	-3	-1	-11	-7	-9
PLCg1 inh	0	2	0	2	-2	0
proKLK7 act	1.1	0.2	0.3	0.9	0.0	0.4
ADAM17 inh	-2	0	-6	-1	-2	-3
Tn6 DDE FP	-3	-3	-1	-11	7	-2
ARFGAP1 inhibitor	1	0	1	0	-2	6
LEDGF integ inh	-3	-9	4	3	0	0

[13] NC(=O)c1oc2ccccc2c1NC(=O)c1ccc(F)cc1
[14] CC(NC(=O)CN1C(=O)NC2(CCCCCC2)C1=O)c1ccccc1Cl (centres undefined)
[15] O=C(N/N=C/c1ccccc1OC(=O)c1ccc2c(c1)OCO2)c1cccc(F)c1
[16] COc1cc2c(cc1OC)C(c1ccccc1OC(C)C)CC(=O)N2 (centres undefined)
[17] O=C1Nc2ccccc2/C1=N\N1CCOCC1
[18] CCC(C)NC(=O)CCS(=O)(=O)c1ccc(Br)s1 (centres undefined)

assay / compound	13	14	15	16	17	18
TDP2 inh	-3	-8	-11	-7	8	-11
ADAM10 inh	1	3	1	7	-6	2
DDE Tn7 FP inh	6	6	-6	1	0	-1
ASAP1 inh	-2	7	-1	8	-1	10
PLCg1 inh	1	5	3	-1	0	2
proKLK7 act	-0.3	-0.6	-0.7	-0.5	-0.4	0.8
ADAM17 inh	2	1	4	-2	-6	3
Tn6 DDE FP	1	-5	2	0	-2	-7
ARFGAP1 inhibitor	5	-8	0	4	9	-5
LEDGF integ inh	2	2	-3	2	-5	1

[19] CCCCn1c(N)c(N(CC(C)C)C(=O)c2ccc(C)o2)c(=O)[nH]c1=O
[20] CC(C(=O)N1CCCc2ccccc21)N1CCN(c2ccccn2)CC1 (centres undefined)
[21] COc1cccc(N2C(=O)C(Cc3c[nH]c4ccccc34)NC2=S)c1 (centres undefined)
[22] N#CC(C(N)=O)=C1CCC2(CC1)OCCCCO2
[23] Cc1cc(OCC(=O)N(Cc2ccco2)C2CCS(=O)(=O)C2)cc(C)c1Cl (centres undefined)
[24] Cc1c(OC(C)C(=O)O)ccc2c(-c3ccccc3)cc(=O)oc12 (centres undefined)

assay / compound	19	20	21	22	23	24
TDP2 inh	2	11	-6	10	-12	5
ADAM10 inh	-14	-7	13	0	-6	-64
DDE Tn7 FP inh	0	-4	2	7	-3	1
ASAP1 inh	-8	4	-2	15	-17	-10
PLCg1 inh	-1	3	7	2	0	-51
proKLK7 act	0.1	0.6	-0.4	0.4	0.4	1.4
ADAM17 inh	-5	-2	-2	-3	0	-26
Tn6 DDE FP	1	-3	5	1	-5	-2
ARFGAP1 inhibitor	-6	-13	-2	4	6	-7
LEDGF integ inh	0	8	2	-1	-4	3

[25] N/C(=N\OC(=O)COc1ccc(Cl)cc1Cl)c1cccnc1
[26] COc1ccc(C(=O)c2ccc(Cl)cc2)c2ccccc12
[27] CC(OC(=O)CN1C(=O)NC(C)(C)C1=O)C(=O)c1ccccc1 (centres undefined)
[28] O=C(CN1C(=O)C(c2ccccc2)Oc2cccnc21)NCc1ccccc1F (centres undefined)
[29] Cc1nn(-c2ccccc2)c(NC(=O)c2cccs2)c(-c2ccccc2)c1=O
[30] COC(=O)CSc1nnc(CNS(=O)(=O)c2ccc(Br)cc2)n1C

assay / compound	25	26	27	28	29	30
TDP2 inh	-5	-1	7	-10	-9	3
ADAM10 inh	8	-12	4	-11	0	-20
DDE Tn7 FP inh	-2	-2	1	-3	6	-6
ASAP1 inh	6	3	-11	-9	0	6
PLCg1 inh	1	-3	1	-4	-1	2
proKLK7 act	0.1	-0.2	0.5	0.5	-0.2	-0.7
ADAM17 inh	2	-6	-5	-7	1	-2
Tn6 DDE FP	-1	-5	2	5	3	-1
ARFGAP1 inhibitor	4	3	-7	-3	-3	4
LEDGF integ inh	2	-1	0	0	1	-2

[31] COc1cccc(CN2CCC2(C)C(=O)Nc2ccc(Cl)c(Cl)c2)c1F (centres undefined)
[32] S=C(c1ccc(-c2ccc(Br)cc2)o1)N1CCCCC1
[33] CC(C)CNC(=S)Nc1ccccc1F
[34] CC(C(=O)N=Nc1c(O)[nH]c2ccccc12)n1cnc2ccccc2c1=O (centres undefined)
[35] CCc1nnc(NC(=O)CSc2nnnn2C)s1
[36] COc1ccc(CN(C)C(=O)c2cc(-c3ccc(OC)c(OC)c3)nc3ccccc23)c(OC)c1

assay / compound	31	32	33	34	35	36
TDP2 inh	0	-12	-9	-20	-5	3
ADAM10 inh	4	3	-4	11	-3	-181
DDE Tn7 FP inh	3	-7	0	0	1	0
ASAP1 inh	-5	0	-1	17	-5	1
PLCg1 inh	3	0	3	10*	1	-469
proKLK7 act	0.1	-0.5	-0.7	0.0	0.2	0.4
ADAM17 inh	-1	-2	1	7	-2	-51
Tn6 DDE FP	-3	5	2	0	6	-23
ARFGAP1 inhibitor	2	-10	7	5	8	19
LEDGF integ inh	1	2	-6	-4	-2	3

Entries of single compounds from above. Values in the order: TDP2 inh, ADAM10 inh, DDE Tn7 FP inh, ASAP1 inh, PLCg1 inh, proKLK7 act, ADAM17 inh, Tn6 DDE FP, ARFGAP1 inhibitor, LEDGF integ inh
COc1cccc(CN2CCC2(C)C(=O)Nc2ccc(Cl)c(Cl)c2)c1F (centres undefined) across the screens: 0, 4, 3, -5, 3, 0.1, -1, -3, 2, 1
CC(C(=O)N=Nc1c(O)[nH]c2ccccc12)n1cnc2ccccc2c1=O (centres undefined) across the screens: -20, 11, 0, 17, 10*, 0.0, 7, 0, 5, -4
CC(C)CNC(=S)Nc1ccccc1F across the screens: -9, -4, 0, -1, 3, -0.7, 1, 2, 7, -6

Additional records:
[37] COc1ccc(-c2nc(NC(=O)c3nc4nccc(C)n4n3)sc2C)cc1
[38] O=C(N/N=C/c1ccc(O)c(O)c1)NC12CC3CC(CC(C3)C1)C2
[39] CCN(Cc1nc2ccccc2c(=O)[nH]1)C(=O)CN1C(=O)NC2(CCCCC2C)C1=O (centres undefined)
[40] O=[N+]([O-])c1ccc(N2CCSCC2)cc1O
[41] O=C(NC(c1ccccc1)c1ccsc1)C1CCN(Cc2ccc(Oc3ccccc3)cc2)CC1 (centres undefined)
[42] CC(C)n1nnnc1C1c2ccccc2C(=O)N1CCc1ccc(O)cc1 (centres undefined)

assay / compound	37	38	39	40	41	42
TDP2 inh	5	-15	2	2	2	7
ADAM10 inh	-4	7	-10	-4	2	-11
DDE Tn7 FP inh	-1	-10	0	-2	-7	6
ASAP1 inh	0	11	-4	6	-3	5
PLCg1 inh	-31	4	-2	-4	2	-2
proKLK7 act	0.8	-1.1	-0.6	0.3	0.4	-0.3
ADAM17 inh	-1	3	-2	1	1	-3
Tn6 DDE FP	2	-2	0	1	0	4
ARFGAP1 inhibitor	17	7	-10	-2	2	7
LEDGF integ inh	-1	-2	4	-2	3	-3

[43] CCOC(=O)N1CCN(c2ccc(Cl)c(Cl)c2)CC1
[44] CC(C)CN(CC(C)C)C(=S)NC1CCCCC1
[45] CC(C)(C)c1ccc(C(=O)N2CCCCCC2=O)cc1
[46] Cc1oc(C(=O)O)cc1COc1ccc2c(C)cc(=O)oc2c1
[47] COc1ccc(-c2ncc(CN3CCC(CO)(Cc4cccc(OC)c4)CC3)cn2)cc1

assay / compound	43	44	45	46	47
TDP2 inh	2	8	-9	-7	-5
ADAM10 inh	2	-10	8	-107	-10
DDE Tn7 FP inh	11	-6	5	-7	-8
ASAP1 inh	3	-11	0	-5	-1
PLCg1 inh	-2	-1	-2	-16	-11
proKLK7 act	0.7	0.0	0.0	2.7	0.6
ADAM17 inh	-3	-5	-3	-25	-5
Tn6 DDE FP	2	-9	-2	4	2
ARFGAP1 inhibitor	4	12	-3	6	-3
LEDGF integ inh	2	0	-4	2	3

Compounds as they come; about 4.2% have a hit in one of these screens.
